14-3-3g Raf: modulators of 14-3-3 gamma protein binding, primary screen, biochemical, fluorescence polarization | 14-3-3 protein gamma (Homo sapiens), P61981 | FP, 14-3-3gamma / TMR-pS259-Raf peptide binding | inhibition, % at 40 µM | 0.19% of 160,000 active | AID 422, 2006; in the data active = inhibition above about 30%;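 also: 0% = protein plus tracer without compound and 100% = blank with tracer alone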
Target sequence (P61981 whole entry, looked up): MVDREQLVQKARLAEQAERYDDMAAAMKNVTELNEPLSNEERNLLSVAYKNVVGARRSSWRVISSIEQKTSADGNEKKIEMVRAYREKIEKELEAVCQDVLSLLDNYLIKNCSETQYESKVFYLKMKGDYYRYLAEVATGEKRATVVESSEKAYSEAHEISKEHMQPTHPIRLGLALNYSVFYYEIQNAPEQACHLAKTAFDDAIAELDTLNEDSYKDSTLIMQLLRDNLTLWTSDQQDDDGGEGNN
* marks the source's active call; other numbers are inactive results; & = joins results of further samples.

SMILES,14-3-3g Raf
Cc1nc(N2CCN(c3ccccn3)CC2)c2c(C)c(C(=O)O)sc2n1,0
COc1nc(NCCO)nc(Nc2ccc(I)cc2C)n1,-5
Cc1cc2cc(CCNC(=O)C(C)Oc3ccccc3)c(=O)[nH]c2cc1C (stereo not drawn),-8
COc1ccc(-n2ccnc2SCC(=O)Nc2ccc([N+](=O)[O-])cc2)cc1,-1
CN1CCN(CCCNC(=O)c2cn(C)c3ccc(S(=O)(=O)N(C)C)cc3c2=O)CC1,-6
Cc1nc2c(ccc3nc(NC(=O)c4ccc(Oc5ccccc5)cc4)sc32)s1,4
CCC(=O)N1CCc2cc(S(=O)(=O)CCC(=O)Nc3ccccc3C)ccc21,-12
Cc1ccc(NC(=O)CSc2nnc(-c3cccnc3)n2Cc2ccccc2)c(C)c1,16
COc1ccc(NC(=O)c2ccc(Br)cc2)c2ncccc12,-14
CC(C)N1C(=O)CCC1C(=O)N(CCc1ccccc1)Cc1ccccc1 (stereo not drawn),4
CC1=C(C(=O)OC(C)C)C(c2ccc(OCc3ccccc3)cc2)C2=C(CC(c3ccccc3)CC2=O)N1 (stereo not drawn),7
Cc1cc(C)cc(N(CC(=O)Nc2cccc(C)n2)S(=O)(=O)c2c(C)noc2C)c1,-6
COCCN(C(C)=O)c1nnc(-c2cnccn2)s1,3
O=[N+]([O-])c1cccc(C2CC(c3ccc(Cl)cc3)Nc3ncnn32)c1 (stereo not drawn),-1
O=C(CCn1cccc1)NCc1ccccc1,5
CCOc1ccc(-n2nc(C(=O)Nc3ccc(Oc4ccccc4)cc3)c3ccccc3c2=O)cc1,-16
CCCn1c(=S)[nH]c2cc(C(=O)N3CC=C(c4ccccc4)CC3)ccc2c1=O,-1
Cc1cc(C)cc(NC(=O)c2ccc3c(=O)n(Cc4ccco4)c(=S)[nH]c3c2)c1,-12
CCCN(CCC)CCCNC(=O)c1cn(CCOC)c(=O)c2c1c1ccccc1n2C,-3
Cc1c(C(=O)NCc2ccc(F)cc2)sc2ncn(CC(=O)N3CCOCC3)c(=O)c12,-2
COc1ccc2nc(/N=C(\N)NC(=O)c3ccc(F)cc3)nc(C)c2c1,-23
CCCN1C(=O)c2ccccc2NC1c1ccc(OC)c(COc2cccc(OC)c2)c1 (stereo not drawn),-11
C=C(C)CSc1nc(N)c2c(C)c(C)sc2n1,-4
CCCCCNC(=O)CCCCn1c(=O)[nH]c2cc(OCC)c(OCC)cc2c1=O,-3
O=C(CCC1COc2ccccc2O1)Nc1cccnc1 (stereo not drawn),-10
CCCOc1ccc(/C(O)=C2\C(=O)C(=O)N(Cc3cccnc3)C2c2ccccc2F)cc1C (stereo not drawn),-3
CC(NC(=O)CSc1nnc(-c2ccco2)n1-c1ccccc1)c1ccccc1 (stereo not drawn),-1
CCS(=O)(=O)N1CCCC(C(=O)NCc2ccc(C)cc2)C1 (stereo not drawn),-6&-8
Cc1nnc(NC(=O)C2COc3ccccc3O2)s1 (stereo not drawn),-3
O=C1CC(N2CCSCC2)C(=O)N1CCc1ccccc1 (stereo not drawn),3

Exported as labelled records: two of the compounds above.
CC(NC(=O)CSc1nnc(-c2ccco2)n1-c1ccccc1)c1ccccc1 (stereo not drawn)
  14-3-3g Raf = -1
COCCN(C(C)=O)c1nnc(-c2cnccn2)s1
  14-3-3g Raf = 3

Four entries from above, as labelled records.
> CCCOc1ccc(/C(O)=C2\C(=O)C(=O)N(Cc3cccnc3)C2c2ccccc2F)cc1C (stereo not drawn)
  14-3-3g Raf = -3
> CC(NC(=O)CSc1nnc(-c2ccco2)n1-c1ccccc1)c1ccccc1 (stereo not drawn)
  14-3-3g Raf = -1
> CCS(=O)(=O)N1CCCC(C(=O)NCc2ccc(C)cc2)C1 (stereo not drawn)
  14-3-3g Raf = -6&-8
> Cc1nnc(NC(=O)C2COc3ccccc3O2)s1 (stereo not drawn)
  14-3-3g Raf = -3

The results go on.
SMILES,14-3-3g Raf
Cn1c(Cc2ccccc2)n[nH]c1=S,1
O=S(=O)(NCCc1csc(-c2cccnc2)n1)c1cccs1,4
CC(C)c1ccc(NC(=O)C(c2ccc3c(c2)OCO3)N(C)Cc2ccccc2)cc1 (stereo not drawn),-14
CCOc1ccc(NC(=O)CSc2nc3ccsc3c(=O)n2Cc2ccccn2)cc1,6
CC1=C(C(=O)N2CCCCC2)C(c2ccc(O)c([N+](=O)[O-])c2)C2=C(CCCC2=O)N1 (stereo not drawn),-2
Cc1cc2c(c(-c3ccccc3)n1)Cc1ccccc1-2,0
COc1ccccc1C(=O)N1CCN(S(C)(=O)=O)CC1,0
CCC(=O)N1CCN(S(=O)(=O)c2ccc(C)cc2)C1c1ccc(N(C)C)cc1 (stereo not drawn),-7
COc1ccccc1CNC(=O)c1cnn2c(C)c(Cc3ccccc3F)c(C)nc12,-12
O=C(NCc1ccccc1Cl)c1cc(-c2cccnc2)nc2ccccc12,-1
O=C(NCc1ccccc1)c1ccc2c(=O)n(-c3ccc(F)cc3)c(=S)[nH]c2c1,-6
CC1=CC(C)(C)NC(=S)N1c1cccc(Cl)c1,0
Cc1nn(C(=O)C2CCCN2S(=O)(=O)c2ccc(Cl)cc2)c(C)c1Sc1ccc(Cl)cc1 (stereo not drawn),0
Cc1cc(NC(=O)C2c3ccccc3Oc3ccccc32)c2ccccc2n1,-139
CC(C(=O)O)c1ccc(-c2ccccc2)c(F)c1 (stereo not drawn),-2&-3
Cc1ccc2c(-c3ccc([N+](=O)[O-])cc3)cc(=O)[nH]c2c1,-4
CC1(C)CC(=O)C=C(Nc2ccc3c(c2)OCCO3)C1,3&4
O=[N+]([O-])c1cc(-c2nnc(-c3ccccc3)o2)ccc1Br,4
CC(=O)Nc1ccc(N=Cc2cc3c(cc2[N+](=O)[O-])OCO3)cc1,-2
CCOc1ccc(N2C(=O)CC(NCCc3ccccc3Cl)C2=O)cc1 (stereo not drawn),-1
CCOC(=O)c1[nH]c(C)c(CNc2cccc(OC)c2)c1C,2
CC1CC2(CC(C)OC2=O)C(=O)O1 (stereo not drawn),2
CC1=C(C(=O)OCc2ccccc2)C(c2ccc(C(C)(C)C)cc2)N2C(=O)C(C)SC2=N1 (stereo not drawn),0
COc1cc(NC(=O)CN2C(=O)NC(C)(CCC(C)C)C2=O)cc(OC)c1 (stereo not drawn),18
Cc1cccc2cc(C#N)c(N3CCCC3)nc12,-6
CSc1nnc(-c2ccccc2)n1N,-2
COc1ccc(-c2ccc3ccccc3[o+]2)cc1OC,-15
CCn1c(SC)nnc1-c1nnc(SC)n1CC,-1
Cc1sc2c(=O)n3c(nc2c1C(=O)NCCCN1CCOCC1)CCCCC3,-9
CCCCn1c(SCC(=O)Nc2cccc(C)n2)nnc1-c1ccco1,-5

Arranged by formula weight (ascending): some entries from above.
SMILES,14-3-3g Raf
Cc1cccc2cc(C#N)c(N3CCCC3)nc12,-6
Cc1cc2c(c(-c3ccccc3)n1)Cc1ccccc1-2,0
CC1=CC(C)(C)NC(=S)N1c1cccc(Cl)c1,0
CC(=O)Nc1ccc(N=Cc2cc3c(cc2[N+](=O)[O-])OCO3)cc1,-2
CC1=C(C(=O)N2CCCCC2)C(c2ccc(O)c([N+](=O)[O-])c2)C2=C(CCCC2=O)N1 (stereo not drawn),-2
CCOc1ccc(NC(=O)CSc2nc3ccsc3c(=O)n2Cc2ccccn2)cc1,6

Additional structures follow.
SMILES,14-3-3g Raf
O=C(NCc1cccnc1)c1ccc(S(=O)(=O)c2ccccc2Cl)c([N+](=O)[O-])c1,-7
CCc1c(-c2ccccc2)nc2ccccc2c1C(=O)NCC1CCCO1 (stereo not drawn),-4
COc1cccc(-c2cc(C(=O)Nc3cc(C)n(Cc4ccc(Cl)cc4)n3)no2)c1,3
O=C1CC(N2CCN(Cc3ccccc3)CC2)C(=O)N1c1ccccc1 (stereo not drawn),-6
Cc1ccc(-c2csc3ncn(-n4c(C)ccc4C)c(=O)c23)o1,-3
CC(=O)Nc1nc(C23CC4CC(CC(C4)C2)C3)cs1,3
Cc1ccc(C)c(CSC2=NCCN2C(=O)c2ccc(Br)o2)c1,-8
COCCn1c(N2CCCCCC2)nc2c1c(=O)[nH]c(=O)n2C,8
CCOc1ccccc1N1C(=O)C2C(c3ccc(C)cc3)OC3(C(=O)c4ccccc4C3=O)C2C1=O (stereo not drawn),-3
O=C(CCCOc1ccccc1)Nc1ccc(S(=O)(=O)N2CCOCC2)cc1,-10
O=C(Nc1ccc(F)cc1)C1CCCN(S(=O)(=O)c2cccs2)C1 (stereo not drawn),-10
COc1ccc2nc3oc(C(=O)Nc4ccc(Oc5ccccc5)cc4)cc3cc2c1,-10
O=C(CN1C(=O)c2ccccc2C1=O)Nc1cccc(C(F)(F)F)c1,-25
CC1(C)C(=O)OC(C(=O)c2ccc(F)cc2)C(C)(C)C1=O (stereo not drawn),-10
Cc1[nH]c(=O)cc2c1ccc1ccccc12,9
COC(=O)C1=CN(C2CC2)C=C(C(=O)OC)C1c1ccccc1F,1
Cc1nc2ncnn2c(C)c1CCC(=O)N1CCN(C(=O)c2ccco2)CC1,2
CCSc1nnc2c(n1)OC(c1ccc(C(=O)O)cc1)Nc1ccc(Br)cc1-2 (stereo not drawn),-14
CCCCCc1ccc(-c2ccc(C(C)=O)cc2)cc1,-7
COCCN(CCOC)c1ncnc2sc3c(c12)CCC(C)C3 (stereo not drawn),-3
CCN(CC)c1ccc2cc(-c3nc4ccccc4[nH]3)c(=O)oc2c1,-98
Cc1ccc(S(=O)(=O)N2CCC(C(=O)Nc3ccc(Cl)cc3C)CC2)cc1,-10
COc1ccc(CCN(C)C2CC(=O)N(c3ccccc3)C2=O)cc1OC (stereo not drawn),7
CC1(C)CC(=O)C2=C(C1)Nc1ccccc1NC2c1ccccc1O (stereo not drawn),-8
CS(=O)(=O)N1CCC(C(=O)Nc2ccc(F)cc2F)CC1,2
Cc1cccc(NCN2C(=O)c3ccncc3C2=O)n1,-3
CCN(C(=O)COc1cc(=O)n(CC)c2ccccc12)c1cccc(Cl)c1,0
COc1cc(NC(=O)CCC(=O)O)nc(OC)n1,-4
Cc1cc2ncn(S(=O)(=O)c3cc([N+](=O)[O-])ccc3C)c2cc1C,-15
Cc1c(C)n(C(=O)CSc2ncn[nH]2)c2ccccc12,-1

New compounds follow.
SMILES,14-3-3g Raf
O=C(NCc1n[nH]c(=S)n1-c1ccc(Br)cc1)c1ccc(S(=O)(=O)N2CCCCC2)cc1,-4
Cc1ccc(-n2nc3c(c2NC(=O)COc2ccccc2)CSC3)cc1,-3
COC(=O)C(CC(C)C)NS(=O)(=O)c1cccc2nsnc12 (stereo not drawn),-8
CCCOC(=S)NC(=NS(=O)(=O)c1ccc(C)cc1)c1ccccc1,2
CCOC(=O)c1c(C)[nH]c(C)c1C(=O)CSc1nnc(-c2ccco2)n1Cc1ccccc1,4
COc1ccc(CNC(=O)C2CCCN2S(=O)(=O)c2ccc(S(=O)(=O)N(C)C)cc2)cc1 (stereo not drawn),1
Nc1n[nH]c2c1C1(CCCCC1)Cc1ccccc1-2,1
CCOc1ccc(-c2cn(-c3cccc(Cl)c3)c(=O)[nH]2)cc1Cl,-6
Cc1ccc(NS(=O)(=O)c2cc(-c3n[nH]c(=O)c4ccccc34)ccc2C)c(C)c1,-17
COC(=O)c1ccc(NC(=O)C(C)Oc2ccc(Cl)cc2C)cc1 (stereo not drawn),2
Cc1ccc(S(=O)(=O)NC2CCC(C(=O)O)CC2)cc1 (stereo not drawn),-7
O=C(COC(=O)c1ccc2c(c1)C(=O)N(c1ccccc1O)C2=O)c1cccc([N+](=O)[O-])c1,-12
CCOc1ccccc1N1CCN(S(=O)(=O)c2ccc(CC(C)C)cc2)CC1,4
CCOC(=O)CN(C(=O)CSc1nnc(C)n1-c1ccccc1)c1ccccc1,-8
CCn1c(SCC(=O)Nc2ccccc2N2CCCCC2)nc2c1c(=O)n(C)c(=O)n2C,-7
Cc1ccc(CS(=O)(=O)c2ccc(C(=O)N3CCC(C)CC3)cc2[N+](=O)[O-])cc1,-6
CC(=O)NS(=O)(=O)c1ccc2c(c1)C(=O)c1cc(S(=O)(=O)NC(C)=O)ccc1-2,1
COC(=O)C1=C(C)N(c2ccc(C(=O)OC)cc2)C(=O)C1,-2
CCN(CC)CCNC(=O)c1cc(Nc2ccc(C)cc2C)nc2ccccc12,-13
CC1=C(C(=O)N2CCOCC2)C(c2ccc(C)cc2)n2c(nc3ccccc32)N1 (stereo not drawn),0
O=C1N=C(SCC(=O)N2CCCc3ccccc32)NC(=O)C1c1ccccc1 (stereo not drawn),5
COc1ccc(OC)c(NS(=O)(=O)c2cccc3cccnc23)c1,-5
O=C(Cn1nnc(-c2ccccc2NC(=O)c2cccs2)n1)Nc1ccccc1,-3
c1ccc2c(c1)CCN(CCCNc1nc3ccccc3n3cnnc13)C2,-3
Cc1nc(Nc2cccc([N+](=O)[O-])c2)c2c(C)c(C)sc2n1,-1
O=C(NCCC1=CCCCC1)C1CCC(CNS(=O)(=O)c2ccccc2)CC1 (stereo not drawn),-9
O=C(CCCC1=NS(=O)(=O)c2ccccc2N1)N1CCN(c2cccc(Cl)c2)CC1,-3
O=C(Cc1ccc(F)cc1)Nc1cc(Sc2ccc(Cl)cc2)cc([N+](=O)[O-])c1,0
COc1ccccc1NC(=O)CCC(=O)O,-1
CC1=CC(C)(C)Nc2ccc(OCC(=O)N3c4ccccc4CCc4ccccc43)cc21,-6
COc1ccc2nc(SCc3ccc(F)cc3)[nH]c2c1,-3
CC1CC(=O)c2cnc(NCc3ccco3)nc2C1 (stereo not drawn),-4
COC(=O)c1c(NC(=O)Cc2ccccc2)sc2c1CCCCCC2,-3

Compound activity (PubChem)

Some of the compounds tested; the hit share may differ from the screen's.
